High-throughput results deposited in PubChem BioAssay by several laboratories.
TMEM16A act: activators or potentiators of mouse TMEM16A chloride channel; Q8BHY3; HEK293 TMEM16A/YFP-H148Q/I152L, iodide quench fluorescence; active compounds read low; B-score at 10 µM; 0.3% of 340,000 active; AID 623877;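 active = fluorescence-ratio B-score plate-corrected deviation score at least 3 library SD below zero, with starting fluorescence score within 5 deviations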;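 note: channel opened by trigger with iodide after compound preincubation; score built on the fluorescence ratio of max minus min over baseline; more negative score means more quench and so TMEM16A activation or potentiation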
RGS4 block: inhibitors of human RGS4 | HEK293 M3R/RGS4 inducible, Fluo-4 calcium flux; active compounds read high; triggered by carbachol at its EC20 | P49798 | 0.45% of 310,000 active | B-score at 10 µM;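 active = B-score, a plate-corrected calcium signal, over three deviations above library mean, with baseline fluorescence within five deviations of library mean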;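 note: RGS4 expression induced by doxycycline in cells with stable M3 receptor; B-score is computed from the integrated fluorescence ratio over baseline after carbachol; higher B-score means a larger calcium signal and so more RGS4 inhibition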
Target sequence (P49798 whole entry, looked up): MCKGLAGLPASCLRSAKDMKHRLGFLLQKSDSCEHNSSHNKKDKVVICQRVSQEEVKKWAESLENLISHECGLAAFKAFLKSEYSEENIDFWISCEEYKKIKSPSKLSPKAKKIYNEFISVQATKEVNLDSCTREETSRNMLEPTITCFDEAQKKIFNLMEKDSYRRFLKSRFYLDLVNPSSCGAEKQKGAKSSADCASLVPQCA
HDAC3 inh: inhibitors of human histone deacetylase 3; recombinant HDAC3, fluorogenic peptide/trypsin coupled, fluorescence; inhibition, % at 8.3 µM; 0.15% of 320,000 active; AID 2718; in the data active = inhibition above about 26%, passing the limit was not always enough
MrgX1 PAM: allosterically activates human MrgX1 receptor signaling; B-score at 10 µM; Q96LB2; 0.63% of 310,000 active; MrgX1-HEK293, Fluo-4 calcium flux, FDSS; active compounds read high;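 active = plate-corrected calcium response at least 3 library SD above typical, normal starting fluorescence, not activating the receptor alone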;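 note: compound read alongside a low EC10 to EC30 dose of BAM8-22 agonist; peak minus trough fluorescence over baseline measured at the second addition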
MrgX1 agonist: agonists of human MrgX1 receptor | Q96LB2 | MrgX1-HEK293 cells, Fluo-4 calcium fluorescence, agonist mode; active compounds read high | B-score at 10 µM | 0.44% of 310,000 active | AID 588627;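 active = calcium response B-score plate-corrected fluorescence ratio at least 3 library SD, with starting fluorescence B-score inside 5 SD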
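Assay system: stable human MrgX1 HEK293 cell line. Quantity: 15,000 cells per well. Schedule: cells plated overnight, dye loaded 0.5 h 37 °C, 0.5 h room temperature. Detection: Fluo-4 NW calcium-flux fluorescence, kinetic read. Read-out basis: peak-minus-minimum fluorescence over baseline, converted to B scores. Control set: positive and negative control wells on each plate.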
MrgX1 antag: antagonists of human MrgX1 receptor | Q96LB2 | MRGX1-HEK293 calcium flux, Fluo-4, BAM8-22 antagonism; active compounds read low | B-score at 10 µM | 1.3% of 310,000 active;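 active = calcium-response B-score plate-corrected more than 3 library SD below zero, starting fluorescence within 5 deviations, no agonist response on first addition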;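 note: peak minus trough fluorescence over baseline after final BAM8-22 challenge near maximal dose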
TRPC6 inh: inhibitors of mouse TRPC6 channel; Q61143; HEK293-TRPC6, membrane potential dye, ACh-evoked depolarization; active compounds read low; B-score at 10 µM; 1.1% of 310,000 active;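 active = B-score under library mean minus 3 SD, initial fluorescence not abnormally high, positive integrated signal ratio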;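 note: B-score derived from integrated fluorescence ratio over the kinetic read; more negative B-score means stronger inhibition of depolarization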
Target sequence (Q61143 whole entry, looked up): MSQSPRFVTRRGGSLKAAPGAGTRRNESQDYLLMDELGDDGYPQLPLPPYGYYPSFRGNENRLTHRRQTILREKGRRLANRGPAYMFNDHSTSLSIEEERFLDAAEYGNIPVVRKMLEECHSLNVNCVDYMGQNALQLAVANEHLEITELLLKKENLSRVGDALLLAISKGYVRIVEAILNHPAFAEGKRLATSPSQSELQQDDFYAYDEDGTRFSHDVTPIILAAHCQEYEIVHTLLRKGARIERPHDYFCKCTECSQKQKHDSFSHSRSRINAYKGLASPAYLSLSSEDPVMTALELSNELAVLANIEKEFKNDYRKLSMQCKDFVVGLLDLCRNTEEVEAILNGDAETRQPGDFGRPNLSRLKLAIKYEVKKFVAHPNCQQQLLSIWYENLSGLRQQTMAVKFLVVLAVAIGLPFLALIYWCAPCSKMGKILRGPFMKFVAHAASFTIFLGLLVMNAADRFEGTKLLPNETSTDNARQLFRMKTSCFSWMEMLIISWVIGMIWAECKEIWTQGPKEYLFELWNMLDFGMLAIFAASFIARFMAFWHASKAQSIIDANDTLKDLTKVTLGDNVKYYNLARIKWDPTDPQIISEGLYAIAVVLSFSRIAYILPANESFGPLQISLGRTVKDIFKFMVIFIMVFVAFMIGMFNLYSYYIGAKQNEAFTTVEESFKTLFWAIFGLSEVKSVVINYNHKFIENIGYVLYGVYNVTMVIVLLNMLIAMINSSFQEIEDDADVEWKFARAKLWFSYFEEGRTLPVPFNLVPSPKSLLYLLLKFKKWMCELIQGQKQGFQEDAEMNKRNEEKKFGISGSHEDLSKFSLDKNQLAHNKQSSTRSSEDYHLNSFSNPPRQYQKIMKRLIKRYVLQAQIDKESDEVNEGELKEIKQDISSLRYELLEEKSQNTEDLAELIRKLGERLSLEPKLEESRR
TRPC6 activator: activates the mouse TRPC6 cation channel; Q61143; HEK293-TRPC6 membrane potential dye fluorescence; active compounds read high; B-score at 10 µM; 0.13% of 310,000 active; AID 2550;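 active = B-score of the integrated fluorescence ratio above library mean plus 3 SD, and starting fluorescence ratio within library mean plus 5 SD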;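 note: higher score means more depolarization so channel activation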
SKKanGAS inh: blocks kanamycin growth of S. pyogenes SKKanGAS strain. BacTiter-Glo, 6 h. inhibition, % at 7.5 µM. 1.3% of 300,000 active. AID 1662;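 active = mean replicate score, as percent of positive control median, at least 50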;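 note: strain carries kanamycin resistance gene driven by streptokinase promoter and grows in 40 µg/ml kanamycin; loss of luminescence reflects streptokinase promoter inhibition or plain growth inhibition; 0% = median of DMSO wells and 100% = positive control at its reference dose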
RGS4 pot: potentiators or activators of RGS4; HEK293 M3R/inducible RGS4, carbachol calcium flux Fluo4; active compounds read low; 0.92% of 310,000 active; AID 463111; B-score at 10 µM;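 active = B-score of the integrated calcium signal more than 4 SD below the library mean, with starting fluorescence not abnormally high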;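 note: negative B-score means reduced calcium response which marks RGS4 activation or potentiation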
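System – HEK293 FlpIn-TREx cells, stable M3R, doxycycline-inducible RGS4 · Reagent – ECmax carbachol challenge · Times – compound preincubation 20 min at room temperature before agonist · Technique – Fluo4 fluorescence kinetic imaging of calcium · Measure – B score of integrated Fluo4 ratio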
TMEM16A inh: blocks the mouse calcium-activated chloride channel TMEM16A; Q8BHY3; HEK293 TMEM16A/YFP iodide influx fluorescence, ionomycin; normalized B-score (activity score, 25-100; higher = stronger inhibition) at 10 µM; 1.2% of 310,000 active; AID 588511;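 active = ratio plate-corrected score three or more library SD toward inhibition, starting fluorescence score within five deviations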;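 note: score derived from kinetic fluorescence span divided by baseline fluorescence per well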
Numbers without * were called inactive; i = inactive; . = no result given.

Start of the data: the first three records, ahead of the listing:
SMILES | TMEM16A act | RGS4 block | HDAC3 inh | MrgX1 PAM | MrgX1 agonist | MrgX1 antag | TRPC6 inh | TRPC6 activator | SKKanGAS inh | RGS4 pot | TMEM16A inh
CCOc1ccccc1C(=O)Nc1nnc(SCC(=O)Nc2cc(C)on2)s1 | i | i | -1 | i | i | i | i | i | 0 | i | i
O=C(CCn1c(=S)[nH]c2ccccc2c1=O)NCCc1ccc(Cl)cc1 | i | i | -6 | i | i | i | i | i | -8 | i | i
CC(C)c1nc2oc3c(=O)[nH]cnc3c2c2c1CCC2 | i | i | . | i | i | i | i | i | -2 | i | i

Main list, previewed entries included:
SMILES | TMEM16A act | RGS4 block | HDAC3 inh | MrgX1 PAM | MrgX1 agonist | MrgX1 antag | TRPC6 inh | TRPC6 activator | SKKanGAS inh | RGS4 pot | TMEM16A inh
CCOc1ccccc1C(=O)Nc1nnc(SCC(=O)Nc2cc(C)on2)s1 | i | i | -1 | i | i | i | i | i | 0 | i | i
O=C(CCn1c(=S)[nH]c2ccccc2c1=O)NCCc1ccc(Cl)cc1 | i | i | -6 | i | i | i | i | i | -8 | i | i
CC(C)c1nc2oc3c(=O)[nH]cnc3c2c2c1CCC2 | i | i | . | i | i | i | i | i | -2 | i | i
CC(=O)NN1C(=O)c2ccccc2NC1c1cccc([N+](=O)[O-])c1 (stereo not drawn) | i | i | -1 | i | i | i | i | i | -1 | i | i
CC(=O)Cc1nsc(Nc2ccc(Cl)cc2)n1 | i | i | -6 | i | i | i | i | i | . | i | i
CCc1cc2cc(OC)ccc2nc1SCC(=O)NNC(=O)c1ccco1 | i | i | 4 | i | i | i | i | i | -4 | i | i
CC1CCCC(NC(=O)CNC(=S)N(Cc2ccccc2)Cc2cccs2)C1C (stereo not drawn) | i | i | 5 | i | i | i | i | i | 38 | i | i
C=CCN1CC(C(=O)N2CCC(Cc3ccc(Cl)cc3)(C(=O)OCC)CC2)CC1=O (stereo not drawn) | i | i | . | i | i | i | i | i | -5 | i | i
c1ccc(Oc2cccc3cccnc23)nc1 | i | i | -2 | i | i | i | i | i | -3 | i | i
Cc1ccc(C)c(NC(=O)CCC(=O)NNC(=O)C(c2ccccc2)c2ccccc2)c1 | i | i | -2 | i | i | i | i | i | 15 | i | i
C#CCSc1nnc(-c2ccc(O)cc2)o1 | i | i | -4 | i | i | -7.6* | i | i | -10 | i | i
Oc1ccc(C2C(c3ccccc3)=NN=C(c3ccc(Cl)cc3)N2O)c(O)c1 (stereo not drawn) | i | i | 3 | i | i | i | i | i | 40 | i | i
CSc1nnc(-c2ccc(S(=O)(=O)N3CCCC3)cc2)n1C | i | i | -7 | i | i | i | i | i | -5 | i | i
COc1ccc(N=Nc2cc(C)c(O)c(CN3CCCCC3)c2)cc1 | i | i | -3 | i | i | i | i | i | -2 | i | i
CCCCNC(=O)Nc1ccnn1C1CCCCC1 | i | i | 1 | i | i | i | i | i | -2 | i | i
CCCCCn1c(SCCCC)nc2c1c(=O)[nH]c(=O)n2C | i | i | 13 | i | i | i | i | i | 2 | i | i
COC(=O)c1ccc(/C=N/N2CCN(Cc3ccc(C)cc3C)CC2)cc1 | i | i | 4 | i | i | i | i | i | -14 | i | i
CNc1nc2c(N)ncnc2n1[C@H]1O[C@@H](CO)[C@H](O)[C@@H]1O | i | 6.8* | 3 | i | i | i | i | i | -2 | i | i
Cc1ccc([C@@H]2[C@@H]3C(=O)N(C)C(=O)[C@@H]3[C@]3(Cc4ccccc4)C(=O)N(Cc4ccccc4)CC(=O)N23)o1 | i | i | 4 | i | i | i | i | i | 2 | i | i
Cc1ccc(OC(C)C(=O)Nc2ccccc2C(=O)NCc2cccnc2)cc1C (stereo not drawn) | i | i | 1 | i | i | i | i | i | -3 | i | i
Cc1cccc(-c2nc(CSCC(=O)NCCCN3CCOCC3)c(C)o2)c1 | i | i | 1 | i | i | i | i | i | 1 | i | i
CCOC(=O)c1c(-c2ccccc2)oc2ccc(OCC)cc12 | i | i | -12 | i | i | i | i | i | 2 | i | i
CCOc1ccccc1-n1c(=O)c2ccccc2c2ccccc2c1=O | i | i | 1 | i | i | i | i | i | -9 | i | i
CCC1CCCCN1C(=O)CN1C(=O)c2ccccc2S1(=O)=O (stereo not drawn) | i | i | -7 | i | i | i | i | i | 1 | i | i
CC(=O)NC(=S)Nc1cccc(S(=O)(=O)NC2=NCCC2)c1 | i | i | . | i | i | i | i | i | 2 | i | i

Two entries from above, with each value named:
mol: CCOC(=O)c1c(-c2ccccc2)oc2ccc(OCC)cc12
  TMEM16A act = i; RGS4 block = i; HDAC3 inh = -12; MrgX1 PAM = i; MrgX1 agonist = i; MrgX1 antag = i; TRPC6 inh = i; TRPC6 activator = i; SKKanGAS inh = 2; RGS4 pot = i; TMEM16A inh = i

mol: CCOc1ccccc1-n1c(=O)c2ccccc2c2ccccc2c1=O
  TMEM16A act = i; RGS4 block = i; HDAC3 inh = 1; MrgX1 PAM = i; MrgX1 agonist = i; MrgX1 antag = i; TRPC6 inh = i; TRPC6 activator = i; SKKanGAS inh = -9; RGS4 pot = i; TMEM16A inh = i

Complete entries, looked up by structure.
Record of CC1CCCC(NC(=O)CNC(=S)N(Cc2ccccc2)Cc2cccs2)C1C (stereo not drawn) = TMEM16A act = i; RGS4 block = i; HDAC3 inh = 5; MrgX1 PAM = i; MrgX1 agonist = i; MrgX1 antag = i; TRPC6 inh = i; TRPC6 activator = i; SKKanGAS inh = 38; RGS4 pot = i; TMEM16A inh = i
Record of CC(=O)NN1C(=O)c2ccccc2NC1c1cccc([N+](=O)[O-])c1 (stereo not drawn) = TMEM16A act = i; RGS4 block = i; HDAC3 inh = -1; MrgX1 PAM = i; MrgX1 agonist = i; MrgX1 antag = i; TRPC6 inh = i; TRPC6 activator = i; SKKanGAS inh = -1; RGS4 pot = i; TMEM16A inh = i

(listing goes on)
SMILES | TMEM16A act | RGS4 block | HDAC3 inh | MrgX1 PAM | MrgX1 agonist | MrgX1 antag | TRPC6 inh | TRPC6 activator | SKKanGAS inh | RGS4 pot | TMEM16A inh
CCN(CC)CCNC(=O)C(=O)NCC1OCCN1S(=O)(=O)c1ccc(Cl)cc1 (stereo not drawn) | i | i | -7 | i | i | i | i | i | 39 | i | i
COC(=O)COc1cccc(NS(=O)(=O)c2ccc(NC(C)=O)cc2)c1 | i | i | -1 | i | i | i | i | i | -5 | i | i
COc1ccc(C2C(C(=O)c3cccs3)=C(O)C(=O)N2c2nnc(C)s2)cc1OC (stereo not drawn) | i | i | 12 | i | i | i | i | i | 4 | i | i
COc1ccc(C(C#N)Nc2ccccc2)cc1 (stereo not drawn) | . | i | 3 | i | i | i | i | i | -15 | i | i
CCOc1ccccc1CN1CCNC(=O)C1CC(=O)N(C)Cc1cnccn1 (stereo not drawn) | i | i | -6 | i | i | i | i | i | -5 | i | i
CSc1n[nH]c(NCc2ccc(C)cc2)n1 | i | i | -3 | i | i | i | i | i | -2 | i | i
COc1cccc(-c2nnc(SCc3cccnc3)o2)c1 | i | i | 5 | i | i | i | i | i | -1 | i | i
O=C(/C=C/c1ccc(Cl)cc1)N1CCOCC1 | i | i | 3 | i | i | i | i | i | -15 | i | i
O=C(c1cc(-c2ccc(F)cc2)on1)N1CCCc2ccccc21 | i | i | 7 | i | i | i | i | i | -11 | i | i
CCn1c(SCC(=O)N2CCOCC2)nnc1-c1cccs1 | i | i | -3 | i | i | i | i | i | -2 | i | i
CCOC(=O)C1=C(COC(=O)c2ccc(Cl)cc2[N+](=O)[O-])NC(=O)NC1C (stereo not drawn) | i | i | . | i | i | i | i | i | -4 | i | i
CCc1cc(=O)oc2cc(OCC(=O)NCCCN3CCCC3=O)c(Cl)cc12 | i | i | -11 | i | i | i | i | i | -6 | i | i
c1ccc2[nH]c(NN=C3CCCCCC3)nc2c1 | i | i | -1 | i | i | i | i | i | 21 | i | i
Cc1nonc1NC(=O)CSc1nnc(N)s1 | i | i | 0 | i | i | i | i | i | -2 | i | i
CC1=C(C#N)C(NC(=O)c2ccc(Cl)cc2)(C(F)(F)F)C(=O)N1 (stereo not drawn) | i | i | -7 | i | i | i | i | i | 4 | i | i
COc1ccccc1NC(=O)OC(C)c1ccc(Cl)cc1 (stereo not drawn) | i | i | 3 | i | i | i | i | i | 21 | i | i
CC(C)NC(=O)c1nn(C)c2ccccc12 | i | i | -1 | i | i | i | i | i | 26 | i | i
CSc1ccccc1NC(=O)Nc1cccc(F)c1 | i | i | 0 | i | i | i | i | i | 2 | i | i
CC(C)N1CCN(Cc2ccc3c(c2)Cc2ccccc2-3)CC1CCO (stereo not drawn) | i | i | 4 | i | i | i | i | i | -7 | i | i
COc1cc(Nc2c3c(nc4ccccc24)CCCC3)cc(OC)c1OC | i | i | 1 | i | i | i | -6.1* | i | 1 | i | i
CC1CC(=O)NN=C1c1ccc(N(C)C)c([N+](=O)[O-])c1 (stereo not drawn) | i | i | 8 | i | i | i | i | i | 3 | i | i
O=[N+]([O-])c1cc(-c2nnc(Nc3ccc(O)cc3)c3ccccc23)ccc1N1CCOCC1 | i | i | 7 | i | i | -4.7* | i | i | 17 | i | i
Cc1csc(NC(=O)CSc2nncn2C)n1 | i | i | 1 | i | i | i | i | i | -12 | i | i
CCCCc1ncc(CN2CCC(n3nccc3NC(=O)C(OC)c3ccccc3)CC2)[nH]1 (stereo not drawn) | i | i | -1 | i | i | i | i | i | 0 | i | i
Cc1ccccc1CN1CCC(CNC(=O)C2CCCN(c3ncnc4c3nc3n4CCCCC3)C2)CC1 (stereo not drawn) | i | i | -2 | i | i | i | i | i | -3 | i | i
Cc1nc(C/C(=N\N)c2ccc(O)cc2O)cs1 | i | i | 3 | i | i | i | i | i | -7 | i | i
OCCCNc1nccc(-c2cc(Nc3cccc(Cl)c3)ncn2)n1 | i | i | 13 | i | i | i | i | i | -6 | i | i
CCOC(=O)c1ccc(NC(=O)COc2ccccc2CNC2CCCC2)cc1 | i | i | -8 | i | i | i | i | i | -12 | i | i
Cc1ccc(-n2nnnc2SCC(=O)c2cc(C)n(-c3cc(C)on3)c2C)cc1 | i | i | 12 | i | i | i | i | i | -16 | i | i
COCCNC(=O)c1ccc(Cn2c(SCC(=O)NCC3CCCO3)nc3ccc(Br)cc3c2=O)cc1 (stereo not drawn) | i | i | -6 | i | i | i | i | i | -5 | i | i
